KB-3-1 cytotox: KB-3-1 parental cell cytotoxicity; Potency, µM (series often up to 46.1 µM), for inactives: top-dose activity change, negative = cytotoxic, actives largely listed as cytotoxic; 400,000 compounds, 1.4% hits; AID 1347075; KB-3-1 viability, CellTiter-Glo ATP luminescence, 72 h; also: potency is read from the fitted curve at half-maximal effect; % is scaled to controls: 0 for no effect and ±100 for the full control effect; nearly all actives have a fitted effect of over 60% in size
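Cells are dispensed, compounds pinned in, plates held at 37 °C for 72 h, then CellTiter-Glo is added and luminescence read after 10 minutes. Cell line: parental KB-3-1 in phenol-red-free DMEM, 10% FBS.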
D3 ag: activates the human D3 dopamine receptor. max activation, %. D3R DiscoveRx beta-arrestin cells, luminescence, 90 min. AID 652048. 410,000 compounds, 0.58% hits. P35462; in the data active = max activation above about 30%; also: 0% is about no effect; mostly tested at two doses, the higher about 12 µM
Target sequence (P35462 whole entry, looked up): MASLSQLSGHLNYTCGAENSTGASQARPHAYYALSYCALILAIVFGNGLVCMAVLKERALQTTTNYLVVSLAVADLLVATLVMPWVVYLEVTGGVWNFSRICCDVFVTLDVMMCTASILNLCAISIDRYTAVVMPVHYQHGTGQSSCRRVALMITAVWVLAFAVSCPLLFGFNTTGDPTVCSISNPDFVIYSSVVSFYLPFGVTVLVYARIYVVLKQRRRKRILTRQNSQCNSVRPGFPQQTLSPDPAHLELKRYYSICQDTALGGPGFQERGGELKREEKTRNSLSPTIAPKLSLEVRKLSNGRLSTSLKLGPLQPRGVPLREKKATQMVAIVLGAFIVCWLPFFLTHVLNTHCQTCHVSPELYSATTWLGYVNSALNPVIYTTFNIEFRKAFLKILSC
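Agonist mode: compounds and dopamine controls were applied to plated cells for 90 min at 37 degrees C after an overnight attachment at 1500 cells/well. Luminescent read-out followed 30 - 60 minutes at room temperature with DiscoveRx detection reagent.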
HT1080 IDH1KD tx: toxicity to HT-1080 IDH1 knockdown cells (counter line) | HT-1080 IDH1 knockdown viability, ATP luminescence, 48 h | Potency, µM (titrated, usually from 46.1 µM), without a hit: top-dose activity, negative = toxicity, hits mostly cytotoxic | 360,000 compounds, 2% hits | AID 686971;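 also: potency is read from the fitted curve at half-maximal effect; 0% = DMSO wells and -100% = cell-free medium wells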
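Assay cells: HT-1080 with IDH1 knockdown, 750 per well, RPMI/5% FBS. Exposure: 48 h at 37 °C following 2 h pre-incubation. Read: CellTiter-Glo luminescence; fitted concentration-response, curve class assigned.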
GLP1R ag: GLP-1 receptor (human) agonism | P43220 | HEK293 GLP-1R CRE-luciferase, luminescence, 4-6 h; cells express a hypersensitive GLP-1R form | Potency, µM (series often up to 45.6 µM), for the others: at the highest dose activation, hits mostly activators | 380,000 compounds, 0.007% hits | AID 624172; also: potency is read from the fitted curve at half-maximal effect; % of control where 0% means no effect
Target sequence (P43220 whole entry, looked up): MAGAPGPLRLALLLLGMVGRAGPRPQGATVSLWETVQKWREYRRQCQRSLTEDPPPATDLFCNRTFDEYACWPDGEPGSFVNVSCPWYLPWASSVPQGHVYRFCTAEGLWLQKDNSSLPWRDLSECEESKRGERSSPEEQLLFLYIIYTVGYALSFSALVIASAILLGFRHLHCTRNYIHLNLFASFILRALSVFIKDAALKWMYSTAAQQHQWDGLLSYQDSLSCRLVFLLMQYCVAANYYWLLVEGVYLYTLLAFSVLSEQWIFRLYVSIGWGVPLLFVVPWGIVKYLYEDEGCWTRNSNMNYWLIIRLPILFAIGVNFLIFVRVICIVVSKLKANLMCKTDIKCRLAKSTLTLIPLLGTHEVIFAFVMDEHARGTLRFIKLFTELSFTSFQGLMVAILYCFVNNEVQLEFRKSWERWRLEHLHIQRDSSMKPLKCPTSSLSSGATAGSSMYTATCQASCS
D3 antag: antagonists of human D3 dopamine receptor. P35462. D3R cells, DiscoveRx beta-arrestin luminescence, antagonist mode; hits give low values. max response, negative = inhibition, %. 360,000 compounds, 2.5% hits. AID 652054; in the data active = max response below about -50%; inconclusive = no clear call, values can overlap the other calls; also: % is scaled to controls: 0 for no effect and ±100 for the full control effect; mostly tested at two doses, the higher about 12 µM
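Cells expressing the human receptor were seeded at 1500 cells/well, incubated overnight at 37 degrees C in 5% CO2, then exposed to library compounds with dopamine controls for 90 minutes at 37 degrees C before luminescent detection.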
SW480 rereplic: induces DNA re-replication in SW480 colon adenocarcinoma cells; SW480 DNA re-replication, Hoechst DNA content imaging, 48 h; Potency, µM (highest dose often 46.1 µM), without a hit: top-dose re-replication activation, most hits filed as activators; 340,000 compounds, 1.8% hits; AID 624297; also: potency is read from the fitted curve at half-maximal effect; % of control where 0% means no effect; nearly all actives have a fitted effect of over 55% in size
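SW480 cells exposed to compounds for 48 hr at 37 C, 5% CO2, then Hoechst-stained 40 min. Nuclear DNA content imaged by fluorescence scanning (405 nm excitation, 500-530 nm emission); re-replication scored as increased high-intensity nuclei.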
IL1B secr inh: inflammasome signaling inhibition, IL-1 beta readout | THP-1 LPS/ATP IL-1B secretion, AlphaLISA, 16 h; hits give low values | activity change, % at 57.5 µM | 360,000 compounds, 4.7% hits; in the data active = activity change below about -50%; inconclusive = mostly about -30% to -49%; also: % is scaled to controls: 0 for no effect and ±100 for the full control effect
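Secreted IL-1B measured by AlphaLISA bead assay after 16 h compound exposure of THP-1 cells; compounds (final up to 57.5 uM) added 1 h before LPS (250 ng/mL) and ATP (1.25 mM) stimulation; lower signal means less secretion.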
HT1080-NT tox: kills 2HG-producing HT-1080-NT fibrosarcoma cells; HT-1080-NT fibrosarcoma viability, CellTiter-Glo ATP luminescence, 48 h; Potency, µM (titrated, usually from 46.1 µM), for the others: at the top dose activity, negative = less viability, actives largely listed as cytotoxic; 360,000 compounds, 1.6% hits;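 also: NT is the 2HG producing partner of a matched IDH1 knockdown line; potency is read from the fitted curve at half-maximal effect; 0% = DMSO-treated cells and -100% = media-only wells without cells; nearly all actives have a fitted effect of over 55% in size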
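A 48-hour cytotoxicity screen used HT-1080-NT cells plated 2 hours before compound delivery. ATP-based CellTiter-Glo luminescence measured viability, normalized to DMSO and no-cell controls.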
KB-V1 cytotox: kills drug-selected multidrug resistant KB-V1 cells. Potency, µM (titrated, usually from 46.1 µM), without a hit: at the top dose activity change, negative = cytotoxicity, actives largely listed as cytotoxic. 400,000 compounds, 3.4% hits. KB-V1 MDR cells viability, CellTiter-Glo, 72 h. AID 1347076; also: potency is read from the fitted curve at half-maximal effect; % is scaled to controls: 0 for no effect and ±100 for the full control effect; nearly all actives have a fitted effect of over 60% in size
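Luminescent ATP read-out (CellTiter-Glo, 10 min) measures survival of drug-selected KB-V1 MDR cells after 72 h, 37 degrees C compound exposure. Medium: phenol-red-free DMEM, 10% FBS. Values from fitted concentration-response curves.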
* hit, by the source's call; & = joins results of further samples; [ ] = another dose, or the depositor's remark. Unless noted, calls follow the shape of the dose curve; as a rule, active = well fitted curve in the direction sought with a large enough effect; inconclusive = small, poorly fitted or top-dose-only effect, or another doubt; inactive = no such curve, though single readings can be large; an effect the other way counts as inactive or inconclusive.

Screening CC1(C)CC(Cc2nc(=S)[nH][nH]2)C(=O)O1 (centres undefined) returned KB-3-1 cytotox 11.7%, D3 ag -4.5, HT1080 IDH1KD tx 3.6%, GLP1R ag -2.4%, D3 antag 10.0, SW480 rereplic -1.6%, IL1B secr inh 14.2, HT1080-NT tox 13.4% and KB-V1 cytotox 0.9%.
Screening Cc1ccc(NC(=O)NC(=O)CSc2nnnn2C)c(C)c1 returned KB-3-1 cytotox 6.9%, D3 ag 9.2, HT1080 IDH1KD tx -0.3%, GLP1R ag -10.4%, D3 antag -5.0, SW480 rereplic -2.9%, IL1B secr inh 5.5, HT1080-NT tox 25.1% and KB-V1 cytotox inconclusive.
Screening CN1CCN(C(=O)CCCOc2cc(=O)n(C)c3ccccc23)CC1 returned KB-3-1 cytotox -20.8%, D3 ag -11.6, HT1080 IDH1KD tx -4.0%, GLP1R ag 0.6%, D3 antag -24.5, SW480 rereplic -4.1%, IL1B secr inh inconclusive, HT1080-NT tox -9.5% and KB-V1 cytotox -6.2%.
For C[C@H]1CN([C@@H](C)CO)S(=O)(=O)c2ccc(Br)cc2O[C@H]1CN(C)C(=O)C1CCC1 the results were KB-3-1 cytotox -0.4%, D3 ag -8.1, HT1080 IDH1KD tx -3.2%, GLP1R ag -3.0%, D3 antag -23.5, IL1B secr inh -23.9, HT1080-NT tox -2.5% and KB-V1 cytotox -1.0%.
Screening Cc1ccc(NC(=O)CCc2ccccc2)cc1S(=O)(=O)N1CCOCC1 returned KB-3-1 cytotox -8.8%, D3 ag 7.7, HT1080 IDH1KD tx -1.2%, GLP1R ag 0.5%, D3 antag 18.0, SW480 rereplic -8.4%, IL1B secr inh 29.0, HT1080-NT tox -2.7% and KB-V1 cytotox inconclusive.
`COc1c2c(c(OC)c3c1c(=O)c1ccccc1n3C)OCO2` gave KB-3-1 cytotox 10.9%, D3 ag 3.6, HT1080 IDH1KD tx -3.7%, GLP1R ag 18.0%, D3 antag 8.6, SW480 rereplic inconclusive, IL1B secr inh 12.6, HT1080-NT tox 12.0% and KB-V1 cytotox inconclusive.
For CCCCn1nnnc1SCC(=O)Nc1ccc2c(c1)OCCO2 the results were KB-3-1 cytotox inconclusive, D3 ag 2.1, HT1080 IDH1KD tx 0.9%, GLP1R ag 10.9%, D3 antag -4.2, SW480 rereplic inconclusive, IL1B secr inh -26.5, HT1080-NT tox 1.7% and KB-V1 cytotox inconclusive.
For CCOC(=O)c1ccc(NC(=O)CN2CCN(c3ccccc3)CC2)cc1 the results were KB-3-1 cytotox 9.6%, D3 ag 22.1, HT1080 IDH1KD tx -3.2%, GLP1R ag 0.7%, D3 antag -2.9, SW480 rereplic -6.0%, IL1B secr inh -5.5, HT1080-NT tox 0.8% and KB-V1 cytotox 6.1%.
`CC1(C)CC(=O)C(C(c2ccco2)C2C(=O)CC(C)(C)CC2=O)C(=O)C1` gave KB-3-1 cytotox -6.4%, D3 ag -3.8, HT1080 IDH1KD tx 0.0%, GLP1R ag 0.5%, D3 antag 10.8, SW480 rereplic -0.7%, IL1B secr inh -9.3, HT1080-NT tox 8.0% and KB-V1 cytotox -5.2%.
Screening COC(=O)c1ccc(S(=O)(=O)N2CCN(C(c3ccccc3)c3ccccc3)CC2)n1C returned KB-3-1 cytotox -5.2%, D3 ag -15.1, HT1080 IDH1KD tx 5.0%, GLP1R ag -3.7%, D3 antag 11.4, SW480 rereplic -8.3%, IL1B secr inh -1.2, HT1080-NT tox -0.3% and KB-V1 cytotox -0.2%.
Screening O=C1CN(C(=O)COc2ccccc2)CCN1 returned KB-3-1 cytotox 4.6%, D3 ag 9.5, HT1080 IDH1KD tx 6.9%, GLP1R ag -1.1%, D3 antag 0.9, SW480 rereplic -6.5%, IL1B secr inh 18.2, HT1080-NT tox -1.8% and KB-V1 cytotox 9.1%.
`O=C1Nc2ccccc2C12OCC(COc1ccc(Cl)cc1)O2` (centres undefined) gave KB-3-1 cytotox -4.3%, D3 ag 1.0, HT1080 IDH1KD tx -21.4%, GLP1R ag 5.0%, D3 antag 89.3, SW480 rereplic -2.0%, IL1B secr inh -29.6, HT1080-NT tox 0.0% and KB-V1 cytotox inconclusive.
`CN(c1ccccc1)S(=O)(=O)c1ccc(C(=O)N2CCN(c3ccccc3F)CC2)cc1` gave KB-3-1 cytotox -1.8%, D3 ag -1.0, HT1080 IDH1KD tx -2.7%, GLP1R ag 3.3%, D3 antag -10.2, SW480 rereplic -7.3%, IL1B secr inh -10.8, HT1080-NT tox -5.7% and KB-V1 cytotox -15.0%.
`CC(C)C(C)(C#N)NC(=O)CSc1ncnc2sc(-c3ccccc3)cc12` (centres undefined) gave KB-3-1 cytotox -7.2%, D3 ag 0.0, HT1080 IDH1KD tx -4.7%, GLP1R ag 6.7%, D3 antag 9.0, SW480 rereplic -1.0%, IL1B secr inh -8.6, HT1080-NT tox 12.6µM* and KB-V1 cytotox 23.1µM*.
Cc1cccc(C(=O)N2CCc3cc(-c4csc(NC(=O)CN5CCCC5)n4)ccc32)c1 was read as KB-3-1 cytotox -26.1%, D3 ag -8.2, HT1080 IDH1KD tx 16.4µM*, GLP1R ag 13.7%, D3 antag -6.5, SW480 rereplic inconclusive, IL1B secr inh -5.3, HT1080-NT tox 20.6µM* and KB-V1 cytotox inconclusive.
For CCC(=O)N1CCc2cc(S(=O)(=O)CCC(=O)N3CCN(c4ccc(Cl)cc4)CC3)ccc21 the results were KB-3-1 cytotox 2.3%&0.0%, D3 ag -3.5&2.2, HT1080 IDH1KD tx -23.9%, GLP1R ag -2.6%&0.4%, D3 antag 34.6, SW480 rereplic -27.5%, IL1B secr inh -3.3, HT1080-NT tox -15.0% and KB-V1 cytotox -2.6%&-8.1%.
Screening CC(Nc1ccccc1N1CCCCC1)C(=O)N1CCc2ccccc21 (centres undefined) returned KB-3-1 cytotox -0.2%, D3 ag -0.4, HT1080 IDH1KD tx -8.6%, GLP1R ag -8.0%, D3 antag -26.2, SW480 rereplic -0.5%, IL1B secr inh -21.8, HT1080-NT tox 15.7% and KB-V1 cytotox -14.5%.
`CN(CC(=O)Nc1ccc(Cl)c(C(F)(F)F)c1)C(=O)C1CC(=O)N(C2CCCC2)C1` (centres undefined) gave KB-3-1 cytotox 0.0%, D3 ag -17.5, HT1080 IDH1KD tx -21.4%, GLP1R ag -6.3%, D3 antag -24.6, SW480 rereplic -8.1%, IL1B secr inh inconclusive, HT1080-NT tox -12.4% and KB-V1 cytotox -21.1%.
`COCCc1ccc(OC2(C)CCN(Cc3ccc(OC)c4ccccc34)C2)cc1` (centres undefined) gave KB-3-1 cytotox 0.0%, D3 ag -3.2, HT1080 IDH1KD tx inconclusive, GLP1R ag 6.5%, D3 antag 2.4, IL1B secr inh 11.2, HT1080-NT tox inconclusive and KB-V1 cytotox 1.1%.
COc1ccc(NC(=O)CC2C(=O)N(c3cccc(OC)c3)C(=O)N2C2CCCCC2)cc1 (centres undefined) was read as KB-3-1 cytotox 4.3%, D3 ag -2.6, HT1080 IDH1KD tx 4.9%, GLP1R ag 11.6%, D3 antag -6.9, SW480 rereplic -3.3%, IL1B secr inh -8.1, HT1080-NT tox 7.9% and KB-V1 cytotox 16.4µM*.
Screening CCOc1ccc(OCCSc2nc(N)cc(=O)[nH]2)cc1 returned KB-3-1 cytotox inconclusive, D3 ag 1.0, HT1080 IDH1KD tx -12.7%, GLP1R ag 13.3%, D3 antag 14.7, SW480 rereplic -13.8%, IL1B secr inh 0.0, HT1080-NT tox -9.7% and KB-V1 cytotox -8.9%.
`Cc1cnc(C(=O)OCC(=O)c2ccc(F)c(F)c2)cn1` gave KB-3-1 cytotox 15.4%, D3 ag 6.1, HT1080 IDH1KD tx 9.2%, GLP1R ag 0.4%, D3 antag 9.3, SW480 rereplic -130.4%[inhibitor], IL1B secr inh 18.3, HT1080-NT tox 7.2% and KB-V1 cytotox 7.1%.
Screening CC(=O)COC(=O)c1cc(-c2ccc(C)cc2)nc2ccccc12 returned KB-3-1 cytotox 0.3%, D3 ag 0.3, HT1080 IDH1KD tx -3.1%, GLP1R ag 7.8%, D3 antag 15.2, SW480 rereplic -41.1%[inhibitor], IL1B secr inh -11.5, HT1080-NT tox 0.3% and KB-V1 cytotox -6.6%.
`Oc1ccccc1NCC(O)Cn1ccc2ccccc21` (centres undefined) gave KB-3-1 cytotox -6.9%, D3 ag -4.1, HT1080 IDH1KD tx inconclusive, GLP1R ag -6.0%, D3 antag -23.8, SW480 rereplic inconclusive, IL1B secr inh inconclusive, HT1080-NT tox inconclusive and KB-V1 cytotox -16.3%.
Screening O=C(NCc1cccnc1)Nc1ccc2c(c1)OCO2 returned KB-3-1 cytotox 0.6%, D3 ag 2.9, HT1080 IDH1KD tx 0.0%, GLP1R ag -0.6%, D3 antag 4.9, SW480 rereplic -3.6%, IL1B secr inh 4.3, HT1080-NT tox 5.7% and KB-V1 cytotox 0.0%.
Screening COc1ccc(N2CC(C(=O)Nc3nc4ccc(S(C)(=O)=O)cc4s3)CC2=O)cc1 (centres undefined) returned KB-3-1 cytotox 6.5%, D3 ag -3.0, HT1080 IDH1KD tx 2.9%, GLP1R ag 6.3%, D3 antag -14.3, SW480 rereplic 3.0%, IL1B secr inh 6.4, HT1080-NT tox 5.9% and KB-V1 cytotox -9.4%.
For Cc1ccc(S(=O)(=O)N2CCN(C(=O)CCNC(=O)c3ccccc3Cl)CC2)cc1 the results were KB-3-1 cytotox 1.1%, D3 ag 4.4, HT1080 IDH1KD tx -0.4%, GLP1R ag -6.5%, D3 antag 0.0, SW480 rereplic 1.6%, IL1B secr inh -4.9, HT1080-NT tox -2.5% and KB-V1 cytotox 7.6%.
